# Shiga inhibitor = inhibitors of Shiga toxin in Vero cells. AID 2315. inhibition, % at 38.7 µM. 9.2% of 290,000 active. Vero cells, Shiga toxin protein synthesis inhibition reporter; in the data active means inhibition mostly above about 28%, no sharp cut-off; inactive means mostly below about 43%; further: 0% is about no effect
# AMA1-RON2 inh = AMA1-RON2 (P. falciparum) interaction inhibition. AlphaScreen AMA1-biotinylated RON2 peptide binding. Potency, µM (top dose mostly 58.2 µM), for the others: at the top dose activity change, negative = inhibition, actives largely listed as inhibitors. 0.2% of 360,000 active. AID 720542;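 further: potency means the concentration at half of the fitted maximal effect; 0% = vehicle wells and -100% = peptide control; nearly all actives have a fitted effect of over 45% in size; some results filed as inactive show a strong effect at the top dose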
#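 AMA1 (3D7) with his tag at 25 nM final met compounds first, then biotinylated RON2 peptide at 25 nM; detection used donor plus acceptor beads, 10 µg/mL apiece, read by AlphaScreen after 30 min at room temperature.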
# LmPK inh = blocks Leishmania mexicana pyruvate kinase activity; Q27686; purified LmPK, Kinase-Glo ATP luminescence, 1 h; Potency, µM (highest dose often 57.5 µM), inactives show top-dose activity change, negative = inhibition, actives largely listed as inhibitors; 0.37% of 290,000 active; AID 1721; further: potency means the concentration at half of the fitted maximal effect; on the % scale 0 is the no-effect control and ±100 the full control effect
# Target sequence (Q27686 whole entry, looked up): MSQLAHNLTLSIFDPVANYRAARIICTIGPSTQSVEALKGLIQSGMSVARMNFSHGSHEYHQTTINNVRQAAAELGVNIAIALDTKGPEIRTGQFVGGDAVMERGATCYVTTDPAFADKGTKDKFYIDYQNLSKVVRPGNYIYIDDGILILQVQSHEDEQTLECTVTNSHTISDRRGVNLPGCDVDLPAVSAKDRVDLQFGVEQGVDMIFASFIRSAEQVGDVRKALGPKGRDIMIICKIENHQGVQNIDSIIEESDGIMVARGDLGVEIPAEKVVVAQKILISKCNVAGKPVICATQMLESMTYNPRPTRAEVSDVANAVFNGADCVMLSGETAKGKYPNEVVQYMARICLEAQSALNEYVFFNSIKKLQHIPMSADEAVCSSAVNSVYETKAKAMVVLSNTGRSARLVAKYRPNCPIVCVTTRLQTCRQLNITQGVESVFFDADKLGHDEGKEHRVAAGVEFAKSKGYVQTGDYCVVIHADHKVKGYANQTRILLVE
#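 Pyruvate kinase activity monitored as ATP production (luciferase luminescence). Conditions: 0.1 nM enzyme, 0.5 mM PEP, 0.1 mM ADP, 1 h, RT; normalized against uninhibited and no-enzyme wells.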
# Cycloheximide cs = counter-screen for Shiga toxin inhibitors: cycloheximide protein synthesis inhibition; cell reporter, cycloheximide protein synthesis inhibition counterscreen; max response, %; 12% of 300,000 active; in the data active means max response mostly above about 13%, no sharp cut-off; inactive means mostly below about 14%; further: read at 38.3 µM for the half of the compounds with a filed dose; 0% is about no effect
# Pf growth 96h = P. falciparum growth inhibition at 96 hours. P. falciparum luciferase reporter growth, 96 h. AID 504834. Potency, µM (series often up to 28.7 µM), inactives show at the top dose activity change, negative = inhibition, most hits filed as inhibitors. 6.9% of 320,000 active; further: potency means the concentration at half of the fitted maximal effect; on the % scale 0 is the no-effect control and ±100 the full control effect
#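 P. falciparum expressing integrated firefly luciferase, in erythrocytes at 2% hematocrit, 0.05% parasitemia, incubated with compounds 96 h at 37 C, 5% CO2. Growth inhibition read as loss of luminescence; two-generation exposure targets delayed-death apicoplast inhibitors.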
# Pf growth 48h = inhibits P. falciparum growth in the first generation, 48 h; P. falciparum luciferase growth in erythrocytes, 48 h; Potency, µM (doses to about 28.7 µM), inactives show at the highest dose activity change, negative = inhibition, most hits filed as inhibitors; 5.9% of 310,000 active; further: potency means the concentration at half of the fitted maximal effect; on the % scale 0 is the no-effect control and ±100 the full control effect
#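 Parasite viability was followed by luminescence of a genomically integrated firefly luciferase. Cultures held 0.1% parasitemia at 2% hematocrit (final), incubated under 5% CO2 at 37 C.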
# TbPYK inhibitor = T. brucei pyruvate kinase inhibition. TbPYK enzyme, Kinase-Glo Plus ATP luminescence, 45 min. Potency, µM (doses to about 76.8 µM), for the others: at the highest dose activity, negative = inhibition, actives largely listed as inhibitors. Q57TT1. 0.12% of 410,000 active; further: potency means the concentration at half of the fitted maximal effect; on the % scale 0 is the no-effect control and ±100 the full control effect; nearly all actives have a fitted effect of over 50% in size
#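 Quantitative HTS: titrated library compounds versus trypanosomal pyruvate kinase in TEA buffer (pH 7.2) containing KCl, MgCl2, BSA and Tween-20. Reactions were initiated with ADP, 130 uM final. Kinase-Glo Plus luminescence was read after 45 min at RT.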
# An asterisk follows results filed as active; u = inconclusive; x = no result given; & = joins results of further samples; [ ] = remark or other dose. Unless noted, the call rests on the fitted dose curve; in most records, active means well fitted curve in the direction sought with a large enough effect; inconclusive means small, poorly fitted or top-dose-only effect, or another doubt; inactive means no such curve, though single readings can be large; an effect the other way counts as inactive or inconclusive.
SMILES,Shiga inhibitor,AMA1-RON2 inh,LmPK inh,Cycloheximide cs,Pf growth 96h,Pf growth 48h,TbPYK inhibitor
O=[N+]([O-])c1ccccc1S(=O)(=O)N1CCN(Cc2ccc3c(c2)OCO3)CC1,-5,-27%,1%,-1,-9%,12%,-3%
CCOc1ccc(N2C(=O)S/C(=C\c3cccn3C)C2=O)cc1,30,-11%,3%,10,2.9µM*,3.3µM*,-13%
O=C(Nc1ccccc1F)c1ccc(Cn2cc(Br)cn2)cc1,71*,-2%,-6%,28*,u,55%[activator],-1%
O=C(NCc1ccccc1)c1ccc2c(c1)S(=O)(=O)c1cc(Cl)ccc1C2=O,x,2%,x,x,9%,-4%,0%
Cc1cc(N)n2ncc(-c3cccc(Br)c3)c2n1,110*,12%,-2%,41*,104%[activator],143%[activator],2%
Clc1ccc(CNCCCSc2ncccn2)cc1,-5,2%,-3%,1,u,-14%,1%
Cc1ccc(CSCCNC(=O)c2ccc(NS(C)(=O)=O)cc2)cc1,-21,-4%,3%,21,31%[activator],2%,-9%
COc1cc(CN2CCNC(=O)C2CC(=O)NC2CCC2)cc(OC)c1 (centres undefined),-3,12%,-7%,-2,u,9%,2%
CCOC(=O)c1c(NC(=O)C2COc3ccccc3O2)sc(C(C)=O)c1C (centres undefined),77,34%,-1%,-2,x,6%,-7%
Cc1ccc2[nH]c3nc(NN)nnc3c2c1,22,42%[activator],-2%,10,-4%,29%,-6%
Cc1cccc(NC(=O)C[n+]2ccc(N(C)C)cc2)c1,22,5%,-3%,-1,-19%,u,-10%
CCOc1ccc(CCNC(=O)COn2nnc3ccc(S(=O)(=O)N4CCOCC4)cc32)cc1OCC,x,-5%,x,x,9.3µM*,u,-1%
CS(=O)(=O)N1CCN(c2cccc(Cl)n2)CC1,-4,-6%,-6%,-2,u,x,0%
COC(=O)CSc1n[nH]c(-c2cccnc2)n1,-12,6%,-4%,1,x,9%,2%
Cc1ccccc1NC(=O)CCCNC(=O)c1ccc(Cl)cc1,-5,0%,3%,2,11%,-11%,-3%
O=C(COc1ccccc1Cl)NCc1nc(-c2ccccc2)no1,11,12%,-3%,18,37%[activator],-7%,1%
CC1CCc2sc3ncn4nc(C(=O)NCc5ccco5)nc4c3c2C1 (centres undefined),-7,15%,0%,-1,6%,15%,1%
CC(C)(C)C(=O)Cn1ncc(Cl)c(Cl)c1=O,-31,13%,0%,-14,u,u,0%
O=C(O)c1cc(-c2cccnc2)nc2ccccc12,-15,-6%,-3%,2,28%,10%,1%
O=C1CC(Cc2ccccc2)C(=O)N1c1ncccn1 (centres undefined),103*,0%,5%,53*,u,166%[activator],-2%
COc1ccc(N(CC(=O)N2CCCCCC2)S(=O)(=O)c2c(C)[nH]c(=O)[nH]c2=O)cc1,-14,-1%,12%,-9,x,x,1%
COC(CNC(=O)c1cccc2c1C(=O)N(Cc1cccnc1)C2)OC,8,2%,8%,-2,-100%,x,-16%
CCC(C)NCCOc1ccc(C)cc1[N+](=O)[O-] (centres undefined),-10,-9%,-18%,1,-35%,29%,14%
CN1CCN(S(=O)(=O)c2ccc(NC(=O)c3cccc(S(=O)(=O)N4CCCC4)c3)cc2)CC1,-21,-2%,0%,4,u,12µM*,0%
Cc1cc(S(=O)(=O)N2CCCCCC2)c(Cl)cc1Cl,-17,32%[activator],-1%,-4,x,7%,-1%
CCSCCOC(=O)C1=C(C)N(C)C(=O)NC1c1ccc2c(c1)OCO2 (centres undefined),-8,-4%,-2%,-1,96%[activator],43%,5%
O=S1(=O)CCOC[C@H](c2ccccc2)N1Cc1ccccc1,1,2%,3%,0,-7%,35%[activator],4%
CC(=O)Nc1ccc2c(c1)CCC2=O,-5,-1%,6%,6,u,2%,-7%
O=C(CCN1C(=O)C2C3C=CC(C3)C2C1=O)NC1CCCc2ccccc21 (centres undefined),2,4%,-2%,-4,62%[activator],-16%,-1%
COc1ccc(/C=C2/SC(=O)NC2=O)cc1,52*,3%,u,39*,13µM*,73%[activator],4%
Cc1ccc(C(=O)O/N=C/c2c(C)nn(C)c2Cl)cc1,-8,5%,1%,12,53%[activator],10%,2%
CC(Sc1nnc(-c2cccnc2)n1N)C(=O)N1CCOCC1 (centres undefined),x,-2%,x,x,1%,u,2%
CCCN(CCC)CCCNC(=O)c1ccc(CS(=O)(=O)c2c(Cl)cccc2Cl)o1,-10,6%,-1%,-6,u,11%[0.00184 µM],-11%
Cn1c(O)c(C=NC2CCN(Cc3ccccc3)CC2)c(=O)[nH]c1=O,-4,5%,2%,-3,16%,53%[activator],1%
O=C(COC(=O)c1ccc(O)cc1)Nc1ccccc1,13,22%,7%,13,48%[activator],30%[activator],5%
O=C(CN1C(=O)CCSc2ccc(S(=O)(=O)N3CCCC3)cc21)Nc1ccccc1,6,0%,4%,5,2%,16%,-6%&3%
Cc1cc(NC(=O)CN2CCCC(C)C2)n(-c2nc3ccccc3s2)n1 (centres undefined),-7,41%[activator],1%,11,7%,10%,4%
O=C(Cc1nnc(NC(=O)Nc2ccccc2F)s1)NCc1ccccc1,-15,13%,4%,5,37%[activator],17%,2%
Cc1c(C(=O)N2CCN(C/C=C/c3ccccc3)CC2)oc2c(F)cccc12,x,-5%[11.6 µM],x,x,15%,-12%,-8%
O=C(CN1C(=O)NC2(CCCCC2)C1=O)N1CCN(S(=O)(=O)/C=C/c2ccccc2)CC1,x,-5%,x,x,2%,-9%,0%
Cc1cc(NC(=O)c2ccccc2)ccc1NC(=O)Cc1ccccc1,x,-5%,-5%,-2,4.1µM*,-12%,-3%
O=C(NCCc1ccccn1)c1cc(-c2ccccc2Cl)nc2ccccc12,-6,-6%[2.32 µM],4%,-2,u,u,-11%
CCOC(=O)c1sc2nc(C)nc(SCC(=O)NC(C)CCc3ccccc3)c2c1C (centres undefined),-2,17%,-3%,-2,-7%,11%,4%
CSc1nc(NCCOCCO)c2sc3nc(-c4ccco4)c4c(c3c2n1)CCC4,21,-5%,-1%,-1,x,-29%,3%
COc1ccc(CC(=O)NC(C)c2nnc(SCC(=O)Nc3nc(C)cs3)n2C)cc1 (centres undefined),30*,0%,2%,0,47%[activator],-16%,-4%
O=C(CN1CCCc2ccccc21)NC(=O)NC1CCCCC1,3,-26%,7%,14,-4%,u,5%
CCCCOc1ccc(C(C)=O)cc1Cc1c(O)[nH]c(=S)[nH]c1=O,x,11%,4%,-3,u,-4%,u
O=C(CCNS(=O)(=O)c1cccc2nonc12)NC1CCCc2ccccc21 (centres undefined),-3,6%,-4%,0,u,-8%,-7%
CCC1=C(OC(=O)N(CC)CC)N2C(=O)OC(=NCC(=O)OC)[C@]2(Cc2ccccc2)[C@H]2C1=CC[C@H]1C(=O)N(c3ccccc3)C(=O)[C@H]12,-4,4%,14%,-4,9.3µM*,6.6µM*,-4%
O=C(CCCCn1c(=O)[nH]c2ccsc2c1=O)NCc1cccnc1,-2,-1%,-1%,-2,-46%,7%,-4%
CC(=O)c1ccc(OCCCC(=O)OCC(=O)Nc2ccc3[nH]c(=O)[nH]c3c2)cc1,x,15%,x,x,35%[activator],54%[activator],-2%
CC1CCN(CCCCOc2ccccc2Br)CC1,4,10%,-1%,0,u,u,9%
Cc1cc(=O)n2nc(N3CCCC(C(=O)NCc4cccc(Cl)c4)C3)sc2n1 (centres undefined),10,-5%,-9%,-4,-11%,u,3%
CCCCn1c(NCc2cccs2)nc2ccccc21,24,-1%,1%,-1,-1%,u,-1%
O=C(c1ccc(COc2c(F)c(F)cc(F)c2F)o1)N1CCN(c2ccc(Cl)cc2)CC1,12,-1%,-9%,-2,17%,-19%,-9%
CC1CCN(S(=O)(=O)c2ccc3c(c2)C(=NO)c2cc(S(=O)(=O)N4CCC(C)CC4)ccc2-3)CC1,-3,-22%,8%,6,5.9µM*,u,1%
CCOC(=O)c1oc2ccccc2c1NC(=O)c1ccc(S(=O)(=O)N2CCCC2)cc1,-12,-7%,-4%,-2,u,8%,-1%
O=C(CCn1c(=O)[nH]c2ccccc2c1=O)N1CC=C(c2ccccc2)CC1,-4,-10%,3%,1,-25%,-1%,0%
Nn1c(SCC(=O)NCCC2=CCCCC2)nnc1C(F)(F)F,-6,-6%,4%,-3,4%,x,-6%
COCCNC(=S)N/N=C/c1ccc(N2CCOCC2)cc1,7,27%,1%,4,88%[activator],79%[activator],7%

# An excerpt of these results, with values under each structure.
# Each structure is followed by: Shiga inhibitor, AMA1-RON2 inh, LmPK inh, Cycloheximide cs, Pf growth 96h, Pf growth 48h, TbPYK inhibitor
- O=C(CCCCn1c(=O)[nH]c2ccsc2c1=O)NCc1cccnc1
    -2, -1%, -1%, -2, -46%, 7%, -4%
- CC(=O)c1ccc(OCCCC(=O)OCC(=O)Nc2ccc3[nH]c(=O)[nH]c3c2)cc1
    x, 15%, x, x, 35%[activator], 54%[activator], -2%
- CC1CCN(CCCCOc2ccccc2Br)CC1
    4, 10%, -1%, 0, u, u, 9%
- Cc1cc(=O)n2nc(N3CCCC(C(=O)NCc4cccc(Cl)c4)C3)sc2n1 (centres undefined)
    10, -5%, -9%, -4, -11%, u, 3%

# Continuation.
SMILES,Shiga inhibitor,AMA1-RON2 inh,LmPK inh,Cycloheximide cs,Pf growth 96h,Pf growth 48h,TbPYK inhibitor
CCC(Sc1ccc2nnc(-c3ccc(F)cc3)n2n1)C(=O)O (centres undefined),-7,4%,-4%,-2,10%,u,u
CCS(=O)(=O)c1nnnn1-c1ccccc1S(C)(=O)=O,17,10%,1%,20,x,9.3µM*,-12%
O=C(c1ccc([N+](=O)[O-])cc1)N1CCN(Cc2ccccc2[N+](=O)[O-])CC1,-13,158%[activator],2%,11,u,-3%,-11%
CCCCS(=O)(=O)N1CCCC(C(=O)NCC2CCCO2)C1 (centres undefined),13,7%,-2%,-2,0%,19%,2%
CCOC(=O)c1cnn(-c2nc(-c3ccccc3)cs2)c1C(F)(F)F,28,69%[activator],6%,2,77%[activator],35%[activator],0%
CCOC(=O)c1[nH]c2cc3c(cc2c1NC(=O)CN1CCN(CCO)CC1)OCO3,18,-2%,1%,6,97%[activator],-12%,-3%
CN1CC(C(=O)O)Cc2c1ccc1ccccc21 (centres undefined),19,6%,-1%,14,40%[activator],u,2%
O=C1c2ccccc2C(=O)C1c1ccccn1,34,13%,u,30*,136%[activator],103%[activator],-4%
CCn1c(=S)sc2c(=O)n(-c3ccccc3)c(SCC(=O)NCc3ccco3)nc21,32,-7%,5%,-4,5%,u,-22%
CCc1noc(C)c1C(=O)Nc1cccc2ncccc12,7,9%,-10%,16,u,10%,-5%
O=C(c1cccc2ccccc12)N1CCCCC1,-8,-10%,0%,1,14%,u,1%
Cc1nc2ccccc2c(=O)n1-c1cccnc1,-6,44%[activator],0%,-4,u,16%,-25%
COc1ccccc1CNC(=O)C(=O)NCCC1CCCCN1S(=O)(=O)c1ccc(C)cc1 (centres undefined),x,-22%,x,x,u,12µM*,-10%

# Compound activity deposited in PubChem BioAssay by National Center for Advancing Translational Sciences (NCATS).
